High-throughput results deposited in PubChem by several laboratories.
Diaphorase inh = diaphorase inhibition or chemical oxidation counter-screen. hit rate 0.69% among 190,000. inhibition, % at 20 µM. diaphorase resazurin-to-resorufin fluorescence, NADH, 16 min; bacterial (C. kluyveri) enzyme, not human;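 active = primary screen inhibition at 20 µM above a set limit, cut at about 50% in these data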;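 note: plate controls were DMSO with full reaction for no effect and wells lacking NADH for full effect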
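Test system: Clostridium kluyveri diaphorase enzyme / Quantity: diaphorase at 0.14 U/mL in enzyme working solution / Incubation: 16-min room-temperature incubation before reading / Benchmarks: NADH-free wells as positive control, DMSO-only neutral wells / Signal: resorufin fluorescence 544/590 nm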
FLuc stim CS = firefly luciferase counter-screen for stimulation assays. 200,000 tested, under 10 active. P08659. ATPlite luciferase biochemical, luminescence, 10 min; 0 = ATP-free wells, 1 = DMSO control. activation factor at 10 µM;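 active = luciferase activation factor, scaled between plate controls, of at least 2 with compound at 10 µM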
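test system = cell-free luciferase reagent | medium = PBS as buffer for the ATP substrate | dosing = test compounds dosed from 2 mM stocks in 100% DMSO | incubation = 10 min at ambient temperature | detection = luminescence measurement of luciferase light output | benchmarks = low control with PBS replacing ATP, high control enzyme plus ATP without compound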
APP 5UTR inh = APP translation inhibition; AID 1285; SH-SY5Y APP 5'UTR-luciferase reporter, luminescence; inhibition, % at 2 µM; hit rate 0.82% among 190,000;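 active = inhibition above a set limit, derived from the sample mean plus 3 SD, cut at about 45% in these data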; note: values of inactives mirror those of a sister screen read the other way
STAT1 activator = activators of IFN-gamma induced STAT1 signaling; NIH 3T3 STAT1-luciferase reporter, luminescence; 100% = IFN-gamma alone, no compound; activation (% of control), % at 5.5 µM; hit rate 2.6% among 200,000;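 active = activation above the screen-wide mean activation plus 3 SD, cut at about 130% in these data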;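 note: raw ratio to IFN-gamma control signal so 100% means no change and 0% no light; values of inactives mirror those of a sister screen read the other way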
FLuc inhib CS = inhibits firefly luciferase, flagging false hits in luciferase inhibition screens | hit rate 1.5% among 200,000 | AID 1006 | inhibition, % at 10 µM | ATPLite firefly luciferase biochemical luminescence, 10 min | P08659;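 active = inhibition above about 50% when tested at 10 µM, limit read from the data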
TLR4-MyD88 BLA = TLR4-MyD88 interaction inhibition in cells; HeLa CL3-4 TLR4/MyD88 BLA complementation, FRET ratio; inhibition, % at 8.4 µM; hit rate 0.18% among 200,000; AID 861; in the data active = inhibition above about 25%;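 note: 0% = vehicle and 100% = reference inhibitor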
Target sequence (O00206 whole entry, looked up): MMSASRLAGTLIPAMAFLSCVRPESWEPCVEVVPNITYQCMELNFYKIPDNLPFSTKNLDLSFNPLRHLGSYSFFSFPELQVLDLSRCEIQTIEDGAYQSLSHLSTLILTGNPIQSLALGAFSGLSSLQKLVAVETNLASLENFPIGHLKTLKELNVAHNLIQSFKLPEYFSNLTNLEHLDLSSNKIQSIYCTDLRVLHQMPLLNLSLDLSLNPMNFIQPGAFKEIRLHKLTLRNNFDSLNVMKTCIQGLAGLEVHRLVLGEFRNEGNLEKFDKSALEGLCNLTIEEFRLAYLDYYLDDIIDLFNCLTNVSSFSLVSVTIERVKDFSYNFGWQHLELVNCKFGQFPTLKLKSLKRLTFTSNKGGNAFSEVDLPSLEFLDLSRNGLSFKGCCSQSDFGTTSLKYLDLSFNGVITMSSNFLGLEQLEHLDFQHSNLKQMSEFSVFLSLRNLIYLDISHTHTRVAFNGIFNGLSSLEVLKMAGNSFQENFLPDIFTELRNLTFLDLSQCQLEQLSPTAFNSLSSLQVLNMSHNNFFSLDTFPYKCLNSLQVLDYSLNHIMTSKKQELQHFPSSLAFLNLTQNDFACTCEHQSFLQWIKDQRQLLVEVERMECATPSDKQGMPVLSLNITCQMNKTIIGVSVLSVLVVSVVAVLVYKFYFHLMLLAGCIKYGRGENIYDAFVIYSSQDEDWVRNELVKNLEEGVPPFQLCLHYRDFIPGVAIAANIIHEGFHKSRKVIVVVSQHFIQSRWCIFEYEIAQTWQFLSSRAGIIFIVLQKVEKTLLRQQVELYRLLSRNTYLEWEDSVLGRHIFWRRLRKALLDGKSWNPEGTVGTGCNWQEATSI
Target sequence (Q99836 whole entry, looked up): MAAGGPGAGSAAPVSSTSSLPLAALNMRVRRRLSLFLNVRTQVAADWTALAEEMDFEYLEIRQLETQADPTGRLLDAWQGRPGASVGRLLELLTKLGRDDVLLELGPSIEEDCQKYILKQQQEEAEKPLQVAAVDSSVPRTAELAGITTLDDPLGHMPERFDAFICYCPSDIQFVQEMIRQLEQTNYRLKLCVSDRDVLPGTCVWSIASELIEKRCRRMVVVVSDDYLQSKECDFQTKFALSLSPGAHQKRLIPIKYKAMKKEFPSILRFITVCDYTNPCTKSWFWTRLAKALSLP
Diaph act CS = activates diaphorase or chemically reduces, flagging diaphorase assay artifacts; activation factor at 20 µM; hit rate 0.005% among 190,000; Diaphorase/resazurin coupled assay, resorufin fluorescence, 16 min; active compounds read high; 1 = vehicle wells, 0 = NADH-free wells; AID 1229;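 active = diaphorase activity raised at least twofold by the compound at 20 µM; inactive = activation factor below 2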
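Material: Purified diaphorase enzyme from Clostridium kluyveri | Buffer or medium: 50 mM HEPES pH 7.4 with 4.542 mM MgCl2, 0.005% Tween 20 | Times: 16 min enzyme reaction, ambient temperature | Signal: Red resorufin fluorescence at 544/590 nm excitation/emission | Measure: Increased resorufin signal from activators or reducing compounds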
NF-kB expr up = NF-kB expression increase, human neuronal cells | NF-kB reporter expression; active compounds read high | hit rate 1.6% among 190,000 | fold change at 12.5 µM; in the data active = fold change above about 3.3
APP 5'UTR act = APP 5'UTR luciferase reporter activation. AID 1276. SH-SY5Y APP 5'UTR luciferase reporter, luminescence; zero percent = DMSO vehicle wells. activation, % at 2 µM. hit rate 1% among 190,000;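 active = activation above a set limit, based on mean plus 3 SD of controls, cut at about 140% in these data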; note: values of inactives mirror those of a sister screen read the other way
G6PDH counter = counter-screen for G6PDH assay hits: L. mesenteroides G6PDH inhibition; Purified L. mesenteroides G6PDH, diaphorase/resazurin coupled fluorescence, 45 min; inhibition, % at 5 µM; hit rate 0.12% among 200,000; AID 1020; in the data active = inhibition above about 50%
Starred values were filed as active, the others as inactive.

Screening CN1C/C(=C/c2ccsc2)C(=O)/C(=C/c2ccsc2)C1 returned Diaphorase inh 2, FLuc stim CS 1, APP 5UTR inh -6, STAT1 activator 77, FLuc inhib CS -4, TLR4-MyD88 BLA -11, Diaph act CS 1, NF-kB expr up 1.1, APP 5'UTR act 6 and G6PDH counter -17.
`COc1ccccc1NC(=O)Nc1nc(C(C)(C)C)cs1` gave Diaphorase inh 28, FLuc stim CS 0.8, APP 5UTR inh 0, STAT1 activator 109, FLuc inhib CS 17, TLR4-MyD88 BLA -8, Diaph act CS 0.7, NF-kB expr up 1.5, APP 5'UTR act 0 and G6PDH counter 1.
For CCS(=O)(=O)Nc1ccc2c(c1)N(C(C)=O)c1ccccc1CC2 the results were Diaphorase inh 4, FLuc stim CS 1, APP 5UTR inh 12, STAT1 activator 103, FLuc inhib CS 0, TLR4-MyD88 BLA 2, Diaph act CS 1, NF-kB expr up 1.1, APP 5'UTR act -12 and G6PDH counter 4.
O=C(CSc1ccc(Br)cc1)Nc1ccccc1Oc1ccccc1 was read as Diaphorase inh 16, FLuc stim CS 1.1, APP 5UTR inh 1, STAT1 activator 100, FLuc inhib CS -12, TLR4-MyD88 BLA 4, Diaph act CS 0.8, NF-kB expr up 1.2, APP 5'UTR act -1 and G6PDH counter 8.
Screening Nn1cc(-c2ccccc2)nc1SCC(=O)NCCc1ccccc1 returned Diaphorase inh 14, FLuc stim CS 1, APP 5UTR inh -20, STAT1 activator 99, FLuc inhib CS -1, TLR4-MyD88 BLA 4, Diaph act CS 0.9, NF-kB expr up 1.1, APP 5'UTR act 20 and G6PDH counter 13.
Screening O=C(CSc1nc2[nH]ncc2c(=O)[nH]1)N1CCCCC1 returned Diaphorase inh 1, FLuc stim CS 1, APP 5UTR inh 8, STAT1 activator 93, FLuc inhib CS -2, TLR4-MyD88 BLA -17, Diaph act CS 1, NF-kB expr up 1, APP 5'UTR act -8 and G6PDH counter -6.
Cc1n[nH]c(C)c1S(=O)(=O)N1CCCC(C(=O)NCC2COc3ccccc3O2)C1 (stereo unspecified) was read as Diaphorase inh 11, FLuc stim CS 1, APP 5UTR inh 14, STAT1 activator 106, FLuc inhib CS -2, TLR4-MyD88 BLA 3, Diaph act CS 0.9, NF-kB expr up 1.1, APP 5'UTR act -14 and G6PDH counter 8.
For COc1ccc(N2CCN(C(=O)Cn3c(=O)[nH]c4ccsc4c3=O)CC2)cc1 the results were Diaphorase inh -6, FLuc stim CS 1, APP 5UTR inh -7, STAT1 activator 102, FLuc inhib CS 4, TLR4-MyD88 BLA 7, Diaph act CS 1.1, NF-kB expr up 0.87, APP 5'UTR act 7 and G6PDH counter 12.
`CCOC(=O)c1c(C)nc(C)c(C(=O)OCC)c1-c1cccc(N)c1` gave Diaphorase inh 8, FLuc stim CS 1, APP 5UTR inh -15, STAT1 activator 101, FLuc inhib CS -3, TLR4-MyD88 BLA -9, Diaph act CS 0.9, NF-kB expr up 3.2, APP 5'UTR act 15 and G6PDH counter 4.
Screening CCOC(=O)C1=C(CS(=O)(=O)c2ccc(C)c(C)c2)NC(=O)NC1c1ccc(O)cc1 (stereo unspecified) returned Diaphorase inh 11, FLuc stim CS 1, APP 5UTR inh 14, STAT1 activator 101, FLuc inhib CS -3, TLR4-MyD88 BLA 3, Diaph act CS 0.9, NF-kB expr up 0.94, APP 5'UTR act -14 and G6PDH counter 2.
Screening COCc1nnc(NC(=O)CCN2C(=O)c3ccccc3C2=O)s1 returned Diaphorase inh 2, FLuc stim CS 1, APP 5UTR inh -1, STAT1 activator 103, FLuc inhib CS -4, TLR4-MyD88 BLA 11, Diaph act CS 1, NF-kB expr up 0.93, APP 5'UTR act 1 and G6PDH counter 4.
CC(C)CCNC(=O)C(CC(C)C)N(Cc1ccc2c(c1)OCO2)C(=O)c1snc(C(N)=O)c1N (stereo unspecified) was read as Diaphorase inh 24, FLuc stim CS 1.1, APP 5UTR inh -17, STAT1 activator 98, FLuc inhib CS -6, TLR4-MyD88 BLA 0, Diaph act CS 0.8, NF-kB expr up 0.54, APP 5'UTR act 17 and G6PDH counter 6.
Screening COc1ccc(-c2nnc(SCC(=O)c3cc(C)n(Cc4cccs4)c3C)o2)cc1 returned Diaphorase inh 14, FLuc stim CS 1, APP 5UTR inh -5, STAT1 activator 98, FLuc inhib CS 0, TLR4-MyD88 BLA 0, Diaph act CS 0.9, NF-kB expr up 1.8, APP 5'UTR act 5 and G6PDH counter -31.
Screening CCOC(=O)C1CCN(Cc2coc3c(Cl)cc(Cl)cc3c2=O)CC1 returned Diaphorase inh 3, FLuc stim CS 1.1, APP 5UTR inh -5, STAT1 activator 92, FLuc inhib CS -11, TLR4-MyD88 BLA -4, Diaph act CS 1, NF-kB expr up 1.2, APP 5'UTR act 5 and G6PDH counter 17.
For COc1ccc(Cn2nnnc2C(c2cc3ccc(OC)cc3[nH]c2=O)N2CCCCCC2)cc1 (stereo unspecified) the results were Diaphorase inh 39, FLuc stim CS 1, APP 5UTR inh -19, STAT1 activator 97, FLuc inhib CS -5, TLR4-MyD88 BLA 7, Diaph act CS 0.6, NF-kB expr up 0.98, APP 5'UTR act 19 and G6PDH counter 5.
For CCN1CC(=O)Nc2cc(S(=O)(=O)N3CCOCC3)ccc21 the results were Diaphorase inh 2, FLuc stim CS 1.1, APP 5UTR inh 6, STAT1 activator 100, FLuc inhib CS -10, TLR4-MyD88 BLA -7, Diaph act CS 1, NF-kB expr up 1.3, APP 5'UTR act -6 and G6PDH counter 6.
Screening C/C(CC(=O)Nc1cccc2c1CCCC2)=N\NC(=O)c1ccccc1N returned Diaphorase inh 5, FLuc stim CS 1, APP 5UTR inh -39, STAT1 activator 113, FLuc inhib CS 4, TLR4-MyD88 BLA -13, Diaph act CS 0.9, NF-kB expr up 1.4, APP 5'UTR act 39 and G6PDH counter 6.
`CCOC(=O)N1CCc2c(sc3c2c(=O)n(Cc2ccccc2)c(=O)n3Cc2ccccc2F)C1` gave Diaphorase inh 12, FLuc stim CS 1, APP 5UTR inh -13, STAT1 activator 91, FLuc inhib CS -1, TLR4-MyD88 BLA 6, Diaph act CS 0.9, NF-kB expr up 0.64, APP 5'UTR act 13 and G6PDH counter 5.
Screening Cc1nc(SCC(=O)OCc2ccccc2)c(C#N)c(-c2ccccc2)c1C(=O)Nc1ccccc1 returned Diaphorase inh 26, FLuc stim CS 1.1, APP 5UTR inh 5, STAT1 activator 94, FLuc inhib CS -7, TLR4-MyD88 BLA 6, Diaph act CS 0.7, NF-kB expr up 0.62, APP 5'UTR act -5 and G6PDH counter -41.
Screening Fc1ccccc1N1CCN(Cc2cccnc2)CC1 returned Diaphorase inh 13, FLuc stim CS 1, APP 5UTR inh 8, STAT1 activator 102, FLuc inhib CS -5, TLR4-MyD88 BLA -7, Diaph act CS 0.9, NF-kB expr up 1.1, APP 5'UTR act -8 and G6PDH counter -6.
`CC1=C(CC(=O)c2ccccc2)C(=O)c2ccccc2C1=O` gave Diaphorase inh 19, FLuc stim CS 1, APP 5UTR inh -28, STAT1 activator 117, FLuc inhib CS -4, TLR4-MyD88 BLA -22, Diaph act CS 0.8, NF-kB expr up 0.58, APP 5'UTR act 28 and G6PDH counter 56*.
Cc1ccc(/C=N/NC(=O)c2cccnc2)o1 was read as Diaphorase inh 3, FLuc stim CS 1, APP 5UTR inh 11, STAT1 activator 99, FLuc inhib CS -3, TLR4-MyD88 BLA -6, Diaph act CS 1, NF-kB expr up 1.1, APP 5'UTR act -11 and G6PDH counter 3.
CCCCCOC(=O)Nc1nnc(CCC)s1 was read as Diaphorase inh -4, FLuc stim CS 1, APP 5UTR inh 6, STAT1 activator 106, FLuc inhib CS -1, TLR4-MyD88 BLA -7, Diaph act CS 1, NF-kB expr up 1.2, APP 5'UTR act -6 and G6PDH counter 14.
Screening O=C(O)CCNc1nc(C(F)(F)F)nc2ccccc12 returned Diaphorase inh 9, FLuc stim CS 1.1, APP 5UTR inh 0, STAT1 activator 102, FLuc inhib CS -7, TLR4-MyD88 BLA 5, Diaph act CS 0.9, NF-kB expr up 1.4, APP 5'UTR act 0 and G6PDH counter 2.
For CCOC(=O)c1cc(-c2ccc(OC)cc2)nn1-c1ccc(C(=O)O)cc1 the results were Diaphorase inh 19, FLuc stim CS 1, APP 5UTR inh 13, STAT1 activator 97, FLuc inhib CS -2, TLR4-MyD88 BLA 12, Diaph act CS 0.8, NF-kB expr up 1, APP 5'UTR act -13 and G6PDH counter 2.
Screening Cc1cc(C)c(NC(=O)Cn2c(=O)n(Cc3ccco3)c(=O)c3ccccc32)c(C)c1 returned Diaphorase inh 8, FLuc stim CS 1, APP 5UTR inh -11, STAT1 activator 98, FLuc inhib CS -3, TLR4-MyD88 BLA 6, Diaph act CS 0.9, NF-kB expr up 1, APP 5'UTR act 11 and G6PDH counter -21.
Screening O=C(CSc1ccc(F)cc1)N1CCN(S(=O)(=O)c2ccccc2)CC1 returned Diaphorase inh 18, FLuc stim CS 1, APP 5UTR inh -17, STAT1 activator 104, FLuc inhib CS -1, TLR4-MyD88 BLA -10, Diaph act CS 0.8, NF-kB expr up 1.1, APP 5'UTR act 17 and G6PDH counter 10.
Screening Cc1ccc(CNc2ccc(CNc3ncn[nH]3)cc2)cc1 returned Diaphorase inh 12, FLuc stim CS 1, APP 5UTR inh 6, STAT1 activator 116, FLuc inhib CS -1, TLR4-MyD88 BLA -3, Diaph act CS 0.9, NF-kB expr up 1.6, APP 5'UTR act -6 and G6PDH counter 16.
Cc1scc(-c2n[nH]c(=S)n2Cc2ccccc2)c1C was read as Diaphorase inh 8, FLuc stim CS 1, APP 5UTR inh 6, STAT1 activator 108, FLuc inhib CS -5, TLR4-MyD88 BLA 2, Diaph act CS 0.9, NF-kB expr up 1.7, APP 5'UTR act -6 and G6PDH counter -2.

3 compounds from above, ordered by heavy-atom count, falling.
Screening O=C(CSc1ccc(F)cc1)N1CCN(S(=O)(=O)c2ccccc2)CC1 returned Diaphorase inh 18, FLuc stim CS 1, APP 5UTR inh -17, STAT1 activator 104, FLuc inhib CS -1, TLR4-MyD88 BLA -10, Diaph act CS 0.8, NF-kB expr up 1.1, APP 5'UTR act 17 and G6PDH counter 10.
Screening Cc1ccc(CNc2ccc(CNc3ncn[nH]3)cc2)cc1 returned Diaphorase inh 12, FLuc stim CS 1, APP 5UTR inh 6, STAT1 activator 116, FLuc inhib CS -1, TLR4-MyD88 BLA -3, Diaph act CS 0.9, NF-kB expr up 1.6, APP 5'UTR act -6 and G6PDH counter 16.
Cc1scc(-c2n[nH]c(=S)n2Cc2ccccc2)c1C was read as Diaphorase inh 8, FLuc stim CS 1, APP 5UTR inh 6, STAT1 activator 108, FLuc inhib CS -5, TLR4-MyD88 BLA 2, Diaph act CS 0.9, NF-kB expr up 1.7, APP 5'UTR act -6 and G6PDH counter -2.
